Screens: PubChem BioAssay, several laboratories
AID772: HT29 colon tumor cell growth inhibition, primary screen, imaging, high content imaging, 72 h, CellTiter-Glo (AID 772); HT29 cell growth, HCS imaging cell count, 72 h; stronger effect = higher value; growth inhibition, % at 10 µM; actives 0.6% (n = 3,300);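 active = growth inhibition above 90%, meaning viable cell count cut by more than 90% versus vehicle controls; inactive = growth inhibition below 90%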
HT29 cell growth-1: HT29 colon tumor cell growth inhibition, primary screen, imaging, high content imaging, 48 h, CellTiter-Glo (AID 771); HT29 cell growth, HCS imaging cell count, 48 h; stronger effect = higher value; growth inhibition, % at 10 µM; actives 2% (n = 3,300);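 active = growth inhibition above 90%, meaning viable cell count by imaging cut by more than 90% versus vehicle controls; inactive = growth inhibition below 90%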;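 also: percent fewer viable cells counted by imaging than vehicle controls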
A549 proliferation: A549 NSCLC cell proliferation inhibitors – ATP luminescence, human non-small cell lung line, primary screen (AID 371); A549 growth inhibition, ATP luminescence; stronger effect = higher value; growth inhibition, % at 10 µM; actives 8.4% (n = 3,300);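 active = mean growth inhibition over the two runs of 50% or more; inactive = mean growth inhibition under 50%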;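 also: compound exposure lasted 72 h before the ATP read; 0% = untreated cell signal and 100% = no luminescence left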
AID364: Jurkat cell viability reduction – Jurkat E6.1, NIH starter set, primary screen (AID 364). Jurkat E6.1 viability, ATP luminescence, 48 h; higher % means a stronger effect. inhibition, % at 4 µM, or CC50 in µM where a hit was titrated. actives 2% (n = 3,300);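 active = concentration giving half-maximal inhibition at or below 20 micromolar; inactive = half-maximal concentration above 20 micromolar, or not dose tested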;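 also: 100% = cells treated with 4 µM doxorubicin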
HT29 cell growth-2: HT29 colon tumor cell growth inhibition, primary screen, imaging, high content imaging, 24 h, CellTiter-Glo (AID 770); growth inhibition, % at 10 µM; 3,300 tested, under 10 active; HT29 cell number by imaging, 24 h; stronger effect = higher value;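 active = growth inhibition above 90% in viable cell count at a single dose; inactive = growth inhibition below 90%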
HT29 cell growth-2 condensed nuclei: also measured in HT29 cell growth-2; calls as there; condensed nuclei, %; measured here: percent cells with condensed nuclei;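 share of cells whose nuclear area falls below control median minus 1.5 SD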
HT29 cell growth-2 ATP viability: further read-out of HT29 cell growth-2, marked with its call; growth inhibition, %; measured here: ATP CellTiter-Glo viability
HT29 cell growth-1 condensed nuclei: further read-out of HT29 cell growth-1, marked with its call; condensed nuclei, %; measured here: percent cells with condensed nuclei;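 condensed means Hoechst nuclear area under control median minus 1.5 SD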
AID772 condensed nuclei: second read-out of AID772, no call of its own (marks repeat the call); condensed nuclei, %; measured here: percent cells with condensed nuclei;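 condensed means nuclear area below control median minus 1.5 SD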
AID772 second: second read-out of AID772, no call of its own (marks repeat the call); growth inhibition, %; measured here: ATP CellTiter-Glo viability
* = called active by the depositor.

nr	mol	AID772	AID772 condensed nuclei	AID772 second	HT29 cell growth-1	HT29 cell growth-1 condensed nuclei	A549 proliferation	AID364	HT29 cell growth-2	HT29 cell growth-2 condensed nuclei	HT29 cell growth-2 ATP viability
1	CCCCCC(=O)O[C@]1(C(C)=O)CC[C@H]2[C@@H]3CCC4=CC(=O)CC[C@]4(C)[C@H]3CC[C@@]21C	68.1	6.4	25.8	67.8	2.6	73.5*	11.7%	28.7	2.0	74.8
2	CCn1cc(C(=O)O)c(=O)c2cnc(N3CCNCC3)nc21	-35.3	3.0	-5.7	-26.8	1.8	-3.4	1.7%	-56.2	3.2	-8.4
3	O=C(O)c1cccnc1Nc1cccc(C(F)(F)F)c1	-21.9	3.4	-33.8	20.6	3.2	16.6	-0.9%	-5.9	4.6	-23.9
4	C1COC(NC(C2CC2)C2CC2)=N1	-36.9	2.8	-9.8	-33.0	1.9	6.3	-5.4%	-16.5	2.2	-16.3
5	CN1CCCN=C1COC(=O)C(O)(c1ccccc1)C1CCCCC1 (centres undefined)	-62.6	3.0	-21.5	-71.9	1.9	0.8	-3.4%	-8.7	2.8	-13.7
6	CC1Cc2ccccc2N1NC(=O)c1ccc(Cl)c(S(N)(=O)=O)c1 (centres undefined)	-24.9	2.0	-8.1	-28.7	4.7	-4.5	-5.0%	-28.5	1.9	-14.1
7	COc1ccc(C2CNC(=O)C2)cc1OC1CCCC1 (centres undefined)	13.8	1.0	-21.6	15.5	2.0	3.9	1.2%	11.4	2.0	-24.1

Given with values under each structure: entries from further up
The line under a structure holds: AID772, AID772 condensed nuclei, AID772 second, HT29 cell growth-1, HT29 cell growth-1 condensed nuclei, A549 proliferation, AID364, HT29 cell growth-2, HT29 cell growth-2 condensed nuclei, HT29 cell growth-2 ATP viability
3. O=C(O)c1cccnc1Nc1cccc(C(F)(F)F)c1
→ -21.9, 3.4, -33.8, 20.6, 3.2, 16.6, -0.9%, -5.9, 4.6, -23.9
4. C1COC(NC(C2CC2)C2CC2)=N1
→ -36.9, 2.8, -9.8, -33.0, 1.9, 6.3, -5.4%, -16.5, 2.2, -16.3
5. CN1CCCN=C1COC(=O)C(O)(c1ccccc1)C1CCCCC1 (centres undefined)
→ -62.6, 3.0, -21.5, -71.9, 1.9, 0.8, -3.4%, -8.7, 2.8, -13.7
6. CC1Cc2ccccc2N1NC(=O)c1ccc(Cl)c(S(N)(=O)=O)c1 (centres undefined)
→ -24.9, 2.0, -8.1, -28.7, 4.7, -4.5, -5.0%, -28.5, 1.9, -14.1
7. COc1ccc(C2CNC(=O)C2)cc1OC1CCCC1 (centres undefined)
→ 13.8, 1.0, -21.6, 15.5, 2.0, 3.9, 1.2%, 11.4, 2.0, -24.1

Not all compounds are listed; count on the stated rates, not on these rows.
